Screens from PubChem.
MRP1 act: activates MRP-1; H69AR cells + doxorubicin, viability rescue, CellTiter-Glo; viability increase, % at 10 µM; 140,000 tested, 0.61% active;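 active = viability gain under doxorubicin at or above a set limit, the compound median plus 3 SD, cut at about 4.7% in these data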;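 also: MRP-1 overexpressing cells given doxorubicin 25 µM after compound pretreatment; 18-22 h compound pretreatment then 72 h with doxorubicin before readout; 0% = doxorubicin-only wells and 100% = vehicle-treated cells without doxorubicin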
E-sel TNF inh: TNF alpha driven E-selectin expression inhibition; HUVEC TNFa-induced E-selectin immunofluorescence, high content; inhibition, % at 2 µM; 120,000 tested, 0.71% active; AID 1246;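 active = inhibition above the batch mean plus 3 SD, and confirmed as a hit on visual image review, cut at about 43% in these data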;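 also: 0% = TNF-stimulated DMSO wells and 100% = unstimulated control wells; not every result past the cut was called active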
HCT116 bCat-KO: beta-catenin-lacking colon tumor cell growth suppression; 140,000 tested, 1.5% active; HCT116 beta-catenin knockout viability, CellTiter-Glo, 60 h; hits give low values; viability, % at 10 µM;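 active = viability at or under a set limit, the compound median less 4 SD, cut at about 6% in these data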;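 also: 0% = Hyamine 1622 control at 20 µM and 100% = untreated cell control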
NPY-Y2 antag: blocks the human neuropeptide Y Y2 receptor. P49146. NPY-Y2 expressing cells, antagonist mode. inhibition, % at 2.7 µM. 140,000 tested, 0.99% active; in the data active = inhibition above about 17%;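 also: 0% = vehicle with agonist challenge and 100% = reference antagonist with challenge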
Target sequence (P49146 whole entry, looked up): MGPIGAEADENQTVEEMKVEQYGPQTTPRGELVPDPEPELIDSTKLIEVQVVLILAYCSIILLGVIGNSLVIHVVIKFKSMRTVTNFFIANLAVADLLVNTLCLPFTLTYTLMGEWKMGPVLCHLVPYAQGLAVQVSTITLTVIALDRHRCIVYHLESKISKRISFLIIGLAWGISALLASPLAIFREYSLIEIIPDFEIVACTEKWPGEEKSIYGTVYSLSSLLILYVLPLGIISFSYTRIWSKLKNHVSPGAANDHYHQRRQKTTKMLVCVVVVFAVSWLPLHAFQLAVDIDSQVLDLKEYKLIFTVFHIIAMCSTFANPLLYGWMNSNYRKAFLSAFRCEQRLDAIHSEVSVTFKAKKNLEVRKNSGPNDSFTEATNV
Phagocytosis inh: inhibitors of macrophage phagocytosis; 110,000 tested, 0.07% active; inhibition, % at 5 µM; J774A.1 macrophage IgG-bead phagocytosis, imaging;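 active = inhibition above the mean of the plate negative controls plus 5 SD, cut at about 13% in these data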;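 also: phagocytic index as fraction of beads internalized from green versus red external bead signal; plate controls were DMSO negative control for no effect and cytochalasin-D positive control for full effect; some results beyond the cut were filed as inactive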
Yeast growth inh: yeast BB579 growth reduction in restrictive medium; 140,000 tested, 0.51% active; inhibition, % at 10 µM; S. cerevisiae BB579 growth, OD615, 48 h;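 active = inhibition above a set limit, 3 SD over the mean compound inhibition, cut at about 44% in these data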; also: inactives centre near -24
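Test system: S. cerevisiae DeaD strain BB579 yeast; Medium: restrictive CSMM-D medium; Compound: one dose, 10 µM compound with 0.25% DMSO; Incubation: 4 h cell preincubation, 48 h compound exposure, 30 °C humidified; Signal: OD at 615 nm; Benchmarks: amphotericin B at 10 µg/mL as positive control.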
Yeast lifespan up: extends the lifespan of yeast. AID 775. S. cerevisiae growth with nicotinamide, OD615; deaD strain in restrictive glucose medium. 130,000 tested, 0.68% active. inhibition of the nicotinamide effect, % at 10 µM;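 active = inhibition above a set limit, placed 3 SD over the median of all compounds, cut at about 26% in these data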;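 also: 0% = nicotinamide-treated wells and 100% = cells grown without nicotinamide; some compounds called inactive have numbers as strong as hits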
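System: Modified budding yeast, DeaD strain | Buffer or medium: Restrictive glucose medium | Also added: 1.5 mM nicotinamide | Doses: 10 µM single point, 0.25% DMSO | Schedule: 48 h compound exposure at 30 °C, humidified | Detection: Absorbance at 615 nm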
PTEN del growth: growth suppressors of cells with PTEN tumor suppressor deletion; HCT116 PTEN-null viability, CellTiter-Glo, 60 h; hits give low values; viability, % at 10 µM; 140,000 tested, 1.2% active; AID 827;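 active = viability at or below a set limit, 4 SD under the median of all tested compounds, cut at about 3.7% in these data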;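 also: PTEN knockout HCT116 line with beta catenin targeted HCT116 as companion control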
Measles CPE: protection of cells from measles virus. Measles virus-infected cells, CPE protection, absorbance. 140,000 tested, 1.5% active. protection (pct of control), % at 4 µM; in the data active = protection mostly above about 24%, no sharp cut-off; inactive = mostly below about 26%; also: some compounds called inactive have numbers as strong as hits
GALR2 blocker: blocks the human galanin receptor 2; O43603; GALR2-expressing cells, antagonist mode; inhibition, % at 4 µM; 140,000 tested, 0.39% active; AID 828; in the data active = inhibition above about 27%;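 also: cells stimulated with galanin 1-16 at roughly its EC80; 0% = agonist challenge control and 100% = basal control without agonist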
Target sequence (O43603 whole entry, looked up): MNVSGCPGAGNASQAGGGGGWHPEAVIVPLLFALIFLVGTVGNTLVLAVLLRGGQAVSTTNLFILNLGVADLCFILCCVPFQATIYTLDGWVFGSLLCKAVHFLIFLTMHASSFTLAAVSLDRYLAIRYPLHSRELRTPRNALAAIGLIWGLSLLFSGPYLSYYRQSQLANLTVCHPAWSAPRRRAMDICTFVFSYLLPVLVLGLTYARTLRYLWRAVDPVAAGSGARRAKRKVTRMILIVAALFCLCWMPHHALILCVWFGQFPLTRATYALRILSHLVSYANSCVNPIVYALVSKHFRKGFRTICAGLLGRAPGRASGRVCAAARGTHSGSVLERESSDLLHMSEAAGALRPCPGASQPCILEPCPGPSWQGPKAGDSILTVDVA
* marks the source's active call; other numbers are inactive results; · = not tested or not shown.

SMILES	MRP1 act	E-sel TNF inh	HCT116 bCat-KO	NPY-Y2 antag	Phagocytosis inh	Yeast growth inh	Yeast lifespan up	PTEN del growth	Measles CPE	GALR2 blocker
C/C(=N\NC(=O)c1[nH]c2c([N+](=O)[O-])cc(C)cc2c1-c1ccccc1)c1cccnc1	-3.3	0	49	-1	-3	-8	-23	51	6	11
Cc1ccc(C(=O)NNC(=O)c2cccnc2SCc2cccc([N+](=O)[O-])c2)cc1	1.9	·	93	4	-1	-16	3	93	11	5
CCc1ccc2c(c1)/C(=N/N(C)C(=S)NC)C(=O)N2	-0.1	-39	51	-1	2	24	-15	78	21	4
COc1ccccc1N1CCN(CC(=O)Nc2cc(F)ccc2C)CC1	-1.7	-32	95	4	0	-9	-1	105	10	6
CCOc1cc(C(=O)Nc2ccc([N+](=O)[O-])cn2)cc(OCC)c1OCC	-1.7	27	79	-2	-5	11	-8	85	10	-6
Cc1c(Cl)cnc(NC(=O)COC(=O)CCc2nc3ccccc3s2)c1Cl	0.7	2	97	3	-8	-5	9	95	15	-3
Cc1ccc(OCC(=O)N2CCN(C(=O)c3cccnc3)CC2)cc1	0.1	9	82	5	·	-11	·	95	26	-8
Cc1ccc(S(=O)(=O)c2nc(-c3ccco3)oc2SCC(=O)NCC2CCCO2)cc1 (centres undefined)	-1.3	22	102	0	0	-20	1	106	14	-2
Clc1ccc(CCNc2nc3ccccc3n3nnnc23)cc1	-1.1	·	80	1	0	-22	-8	99	1	-2
CCc1cc2c(-c3ccccc3)cc(=O)oc2c(CN2CCOCC2)c1O	-3.9	·	90	4	0	-35	-22	73	7	2

Only Yeast growth inh, PTEN del growth and NPY-Y2 antag, for some of the entries so far:
smiles	Yeast growth inh	PTEN del growth	NPY-Y2 antag
CCc1ccc2c(c1)/C(=N/N(C)C(=S)NC)C(=O)N2	24	78	-1
COc1ccccc1N1CCN(CC(=O)Nc2cc(F)ccc2C)CC1	-9	105	4

More records follow:
SMILES	MRP1 act	E-sel TNF inh	HCT116 bCat-KO	NPY-Y2 antag	Phagocytosis inh	Yeast growth inh	Yeast lifespan up	PTEN del growth	Measles CPE	GALR2 blocker
NS(=O)(=O)c1ccc(CCNCc2cc(Br)ccc2OCc2ccccc2)cc1	-5.7	-14	19	13	0	-34	2	14	6	18
COc1ccc(NC(=O)c2ccc(C#N)cc2)cc1NS(=O)(=O)c1ccc(F)cc1	-1.2	-42	95	-1	6	-16	-2	91	4	5
COc1cc2[nH]c(=O)c(C(=O)NCCCN3CCCCC3)c(O)c2cc1OC	-3.3	-1	84	4	0	-22	-4	82	7	-12
CCOc1ccc(N2C(=O)CC(N3CCOCC3)C2=O)cc1 (centres undefined)	-0.1	-6	98	0	2	-10	-13	96	8	0
CC1(C)CC(=O)c2cn3nc(C(F)(F)F)nc3nc2C1	-0.7	16	101	0	0	26	-3	89	2	2
CCCNC(=O)C(Cc1ccccc1)NS(=O)(=O)c1ccc2c(c1)CCC(=O)N2 (centres undefined)	-0.8	·	91	1	1	-13	-6	89	14	-5
Cc1ccc(N2C(=O)c3ccccc3C2C(=O)c2ccc(O)cc2O)cc1 (centres undefined)	-3.1	·	93	0	·	-13	7	95	12	5
COc1ccccc1C(=O)NCCc1nc2ccccc2n1C	1.3	·	103	·	-1	-11	·	102	5	·
Cc1cc(C)cc(N(C(=O)Cn2nnc3ccccc32)C(C(=O)NCc2ccco2)c2ccncc2)c1 (centres undefined)	-2.5	·	94	4	0	-7	7	96	3	0
OC(COc1cc(Cl)c(Cl)cc1Cl)CN1CCN(c2ncccn2)CC1 (centres undefined)	0.0	·	90	10	0	-35	-2	96	23	-1
NS(=O)(=O)c1ccc(CCNC(=O)C2CCCCC2)cc1	-0.5	-4	91	3	-1	-44	-5	96	13	-13
CCOC(=O)c1cnc2cc(-c3ccc(C)cc3)nn2c1-c1ccccc1	-0.3	4	84	0	·	-38	-11	83	5	8
N/C(COc1ccccc1)=N\NC(=O)c1cccnc1Oc1ccccc1	2.8	1	95	0	4	-10	5	99	8	-1
Cc1cc(C(F)(F)F)nn1Cc1n[nH]c(=S)n1Cc1ccccc1	-1.1	-2	89	4	·	-5	·	97	7	7
CC(Sc1nc2ccccc2s1)C(=O)Nc1nnc(C(C)C)s1 (centres undefined)	-1.3	4	105	7	1	-21	-1	113	8	-3
CCN(C(=O)COC(=O)c1c(-c2ccccc2)noc1C)C1CCS(=O)(=O)C1 (centres undefined)	-1.0	·	85	2	4	-48	-17	89	4	-26
COc1ccc2cc(C(c3nnnn3Cc3ccccc3)N3CCCCCC3)c(=O)[nH]c2c1 (centres undefined)	·	-18	·	-1	0	·	·	·	·	-9
Cc1ccn2cc(-c3nonc3C)cc2c1	-2.8	11	59	3	1	-2	-30	69	3	2
O=C(CSc1nn(-c2ccccc2)c(=S)s1)NC1CCS(=O)(=O)C1 (centres undefined)	-1.6	-9	93	0	·	-27	-1	101	8	-1
Oc1ccc2[nH]cnc2c1CN1CCCCC1	-0.2	-17	91	2	2	-62	-2	106	15	-4
CCCCCCOC(=O)c1ccccc1NC(=O)/C=C/C(=O)O	-5.8	-24	71	0	·	-2	17	70	5	6
Cc1cc(NS(=O)(=O)c2ccc(NC(=O)c3cnc4scc(C)n4c3=O)cc2)nc(C)n1	0.3	-14	96	1	0	-8	-14	94	1	5
CN(C)C(=O)c1c(NC(=O)c2ccco2)sc2c1CCCCC2	-2.2	-2	99	2	·	-36	·	93	6	3
Clc1ccc(Oc2nc(N3CCOCC3)nc(N3CCOCC3)n2)cc1	-1.3	·	89	3	0	-30	-11	88	34*	-8
COc1ccc(CSc2ncn[nH]2)cc1[N+](=O)[O-]	2.0	·	97	0	0	-43	0	94	3	5
Cc1nc2nc[nH]c2cc1Br	0.1	-25	114	2	0	0	-6	97	2	9
Cc1ccc(NS(=O)(=O)c2ccc(OCC(=O)Nc3cccc([N+](=O)[O-])c3)c(C)c2)cc1	-5.7	-13	10	-5	·	-25	-8	10	21	-9
O=C(O)CC1C(=O)NCCN1CCCc1ccccc1 (centres undefined)	-1.7	·	99	1	-1	-25	-5	87	10	11
COc1ccccc1-n1c(SCC(=O)NC(C)(C)C)nnc1-c1ccco1	-2.1	-22	89	0	·	-33	-1	99	17	10
Cc1ccccc1OCC(=O)N/N=C/c1ccc([N+](=O)[O-])o1	-4.0	7	38	2	-12	-17	5	43	10	-21
Cc1ccc2cc(C(c3nnnn3C3CCCC3)N3CCN(c4ccc(F)cc4)CC3)c(=O)[nH]c2c1 (centres undefined)	-2.4	-4	93	2	·	-16	-3	88	8	1
O=C(O)c1cc([N+](=O)[O-])ccc1Nc1ccccc1	-1.5	2	92	0	·	-3	-4	107	11	-2
CCCCNCCOCCOc1ccccc1-c1ccccc1	-4.2	9	65	11	-2	-35	5	74	7	5
O=C(Nc1ccccc1)Nc1nc(-c2ccc(Cl)cc2)cs1	1.9	·	98	1	-8	-37	-1	98	3	-11
CCN(c1cccc(C)c1)S(=O)(=O)c1cccc(C(=O)O)c1	-1.9	15	86	3	0	-25	-13	95	19	-2
CC1CCCCC1NC(=O)COC(=O)c1ccc2c(c1Cl)C(=O)c1ccccc1C2=O (centres undefined)	-1.9	·	87	0	·	-41	-2	98	14	-1
COc1ccc(OC)c(NC(=S)N(CCc2c(C)[nH]c3ccc(C)cc23)Cc2cccs2)c1	-1.4	-13	58	-3	·	-40	2	57	4	3
CS(=O)(=O)N(CC(=O)NCCSC1CCCCC1)c1cccc(F)c1	-1.4	-9	94	1	0	4	-2	103	17	10
Cc1nn(C)c(C)c1NC(=O)CCSc1nc(-c2ccco2)cc(C(F)(F)F)n1	-0.2	28	82	-1	-1	-68	-11	94	5	-5
COc1ccc(/C=N/NC(N)=S)cc1OC(=O)c1cccc2ccccc12	-5.8	-12	46	10	·	-33	-9	29	2	6
CCCc1cc(=O)[nH]c(SCC(=O)CSc2nc(CCC)cc(=O)[nH]2)n1	-4.7	-30	88	7	-1	-53	6	92	4	21
CC(=O)Nc1ccc(SCC(=O)N(CCC#N)c2cc(C)cc(C)c2)cc1	-1.9	·	87	-2	1	-11	-10	86	9	0
C=CCNc1nnc(-c2ccncc2)s1	-3.8	-3	95	2	2	-23	-3	96	15	10
CCc1ccc(OCC(=O)NC(NC(=S)Nc2ccccc2C)C(Cl)(Cl)Cl)cc1 (centres undefined)	-5.8	-33	45	19*	3	-10	12	39	15	0
CCCC(C(=O)NC1CCCC1)N(C(=O)Cn1nnc(-c2ccc(C)o2)n1)C1CCCC1 (centres undefined)	-3.2	·	89	4	0	-18	-10	73	8	-1
COc1ccc(C)cc1NC(=O)CN1CCN(S(=O)(=O)c2ccc(Cl)cc2)CC1	0.4	-1	90	5	-1	-48	-1	98	2	10
Cc1ccc(C(=O)NCCN2CCOCC2)cc1Cl	0.1	-31	95	-1	2	21	-3	99	1	-19
CC(=O)N1c2ccc(Cl)cc2C2C=CCC2C1c1cccc2ccccc12 (centres undefined)	-3.7	·	63	2	-6	-30	-1	48	10	18
COC(=O)C(C(=O)OC)=C(/C=C/C=C/N(C)C)N(C)C	-2.0	·	87	1	0	-28	2	94	4	7
CCCCn1c(SCC(=O)Nc2nnc(CC)s2)nc2c1c(=O)n(C)c(=O)n2C	-3.2	20	42	0	-3	-25	-10	42	8	-6
Later entries:
SMILES	MRP1 act	E-sel TNF inh	HCT116 bCat-KO	NPY-Y2 antag	Phagocytosis inh	Yeast growth inh	Yeast lifespan up	PTEN del growth	Measles CPE	GALR2 blocker
CSc1sc(C)cc1C1C(C#N)=C(N)N(c2cccnc2)C2=C1C(=O)CC(C)(C)C2 (centres undefined)	-5.1	26	80	-2	-5	8	-3	94	15	-5
Cc1cc(C)c2c(N)c(C(=O)c3ccccc3)oc2n1	-1.4	17	90	3	0	8	-19	90	4	-24
Cc1ccc(OCC(=O)NNC(=O)CSc2ncc(C#N)c(N)n2)cc1	-0.9	14	99	0	·	-6	-2	106	4	6
CCC/C(O)=C1\C(=O)CC(c2ccccc2)CC1=NC (centres undefined)	-2.3	-16	92	3	1	-15	-15	84	3	-1
O=C(Cc1nnc(NC(=O)c2ccccc2)s1)N/N=C/c1ccco1	-2.5	-16	93	2	-7	-24	4	98	17	-7
CC1=C(C(=O)NC2CCC(C)CC2)C2(CCC(C)CC2)OC1=O (centres undefined)	-1.7	·	86	-1	0	-99	2	105	12	9
O=C(NCCCN1CCCC1)c1cccc(N2CCCC2=O)c1	-1.8	-10	96	-1	·	-17	-6	95	3	10
CCCCN(C(=O)CSc1nnc(Nc2ccc(C)c(C)c2)s1)c1c(N)n(Cc2ccccc2)c(=O)[nH]c1=O	-1.9	3	55	1	·	-88	-2	76	11	0
O=C(Nc1nnc(-c2ccc(Cl)cc2)o1)c1ccc(N2C(=O)CCC2=O)cc1	-2.1	·	75	2	-1	-22	-5	82	4	-8
NS(=O)(=O)c1ccc(NC(=O)c2cc(-c3cccs3)nc3ccccc23)cc1	-1.0	·	80	0	-4	-10	-3	79	7	11
O=C(NCCc1ccccn1)c1cccc(S(=O)(=O)N2CCCCCC2)c1	0.1	-42	91	3	2	-32	1	87	5	-16
